Bioassay records (PubChem BioAssay)
GIRK2 act: Activators of human GIRK2-containing channels; P48051; HEK293 GIRK2/NPY4 cells, thallium flux fluorescence; activation (% efficacy), % for hits at 37.5 µM; 34,000 tested, under 10 active; AID 1259324;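 active = primary screen hit, no activity in plain HEK293 cells, and in GIRK2-only cells above 5% efficacy rising with concentration; inactive = the rest, including fluorescent compounds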;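 note: efficacy is normalized control-subtracted fluorescence 15 s after thallium addition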
Target sequence (P48051 whole entry, looked up): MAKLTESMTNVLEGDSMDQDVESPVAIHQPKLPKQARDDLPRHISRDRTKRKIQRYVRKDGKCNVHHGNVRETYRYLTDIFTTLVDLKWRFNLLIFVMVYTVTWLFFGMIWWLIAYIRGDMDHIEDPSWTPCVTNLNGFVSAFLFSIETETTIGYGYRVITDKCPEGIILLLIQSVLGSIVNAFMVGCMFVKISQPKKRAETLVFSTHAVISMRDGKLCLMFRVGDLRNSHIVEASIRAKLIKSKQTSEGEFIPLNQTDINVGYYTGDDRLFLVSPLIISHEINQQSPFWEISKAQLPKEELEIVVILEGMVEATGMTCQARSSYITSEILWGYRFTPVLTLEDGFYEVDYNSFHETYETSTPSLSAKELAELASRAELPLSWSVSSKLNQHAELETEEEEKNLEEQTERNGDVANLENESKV
Calls only; i = inactive. This is a subset; count on the stated rates, not on these rows.

structure | GIRK2 act
Cc1ccc(N2CC(c3nc4ccccc4n3CC(=O)NC(C)C)CC2=O)cc1 (configuration not stated) | i
COc1cccc(C2=NN(C(=O)c3cccs3)C(c3cccc([N+](=O)[O-])c3)C2)c1 (configuration not stated) | i
O=C(CS(=O)(=O)c1ccccc1)N(CCN1CCOCC1)c1nc2c(Cl)cccc2s1 | i
CS(=O)(=O)N1CCCCC1C(=O)Nc1sc2c(c1C#N)CCC2 (configuration not stated) | i
CS(=O)(=O)N1CCCCC1C(=O)N1CCc2ccccc2C1 (configuration not stated) | i
O=C(CCCS(=O)(=O)c1ccc(F)cc1)Nc1nnc(-c2ccc(Br)s2)o1 | i
Cc1nc2c(sc3ccccc32)c(=O)n1CC(=O)Nc1ccc(Cl)cc1 | i
N#Cc1ccccc1CN1CCC(c2nnc(-c3ccco3)s2)CC1 | i
O=C(c1cccs1)N1CCc2ccc(NC(=O)C3(c4ccccc4)CCOCC3)cc21 | i
CC1=NN(c2ccccc2)C(=O)C1C(=O)c1cccc(Cl)c1 (configuration not stated) | i
COc1ccc(NC(=O)Cn2ccc3ccn(Cc4ccccc4)c3c2=O)cc1Cl | i
CCCNC(=O)Cn1nc2c(c1NC(=O)CC(c1ccccc1)c1ccccc1)CSC2 | i
O=S(=O)(c1ccc(Br)cc1)n1cccn1 | i
COc1ccccc1C1(C(=O)N2CCC(c3cccs3)CC2)CCOCC1 | i
Cc1ccc(N2CCCS2(=O)=O)cc1NC(=O)Nc1ccc2c(c1)OCO2 | i
CCN(CC)CC(=O)N1N=C(c2cccs2)CC1c1ccc(C)cc1 (configuration not stated) | i
CCOC(=O)Nc1cc(C)nn1-c1nc(-c2ccccc2)cs1 | i
O=C(CCc1csc2nc(-c3ccc(Cl)cc3)cn12)Nc1nccs1 | i
O=S(=O)(NCC1CCN(c2ccccn2)CC1)c1cccc2ccccc12 | i
CCOc1ccccc1-n1nnc(C(=O)N(C)C2CCS(=O)(=O)C2)c1C (configuration not stated) | i
O=C(Cn1cc(-c2ccccc2)c(N2CCOCC2)n1)NCCC1=CCCCC1 | i
O=C(NCC(c1cccc2ccccc12)N1CCCC1)C(=O)Nc1ccccc1F (configuration not stated) | i
O=C(CN1CCN(C(=O)CSCc2ccccc2)CC1)c1cccs1 | i
COc1ccc(CCNC(=O)CSc2ccc(NC(=O)c3ccccc3)nn2)cc1 | i
O=C(NCCn1ncc2c(N3CCN(Cc4ccccc4)CC3)ncnc21)C12CC3CC(CC(C3)C1)C2 | i
Cc1ccc(NS(=O)(=O)CCc2ccccc2)cc1N1CCCCC1=O | i
Cc1cc(NC(=O)C2CCN(S(=O)(=O)c3ccc(Cl)s3)CC2)n(C)n1 | i
Cc1ccc(NC(=O)C(=O)NCC(c2cccc3ccccc23)N(C)C)cc1F (configuration not stated) | i
CC(C)CCNC(=O)c1ccc(Cn2c(SCC(=O)NC(C)C)nc3ccccc3c2=O)cc1 | i
CCOC(=O)N1CCN(C(=O)CSc2ncnc3c2nnn3C)CC1 | i
COc1ccc(-c2ccc(NC(=O)Nc3cc(Cl)ccc3OC)cc2)nn1 | i
COc1cccc(CNC(=O)NC2(c3nc(-c4ccsc4)no3)CCCCC2)c1 | i
O=C(CS(=O)(=O)c1ccc(Cl)cc1)Nc1ccc2scnc2c1 | i
Cc1cc(CN2CCC(CNS(=O)(=O)c3cccc4ccccc34)CC2)c(C)o1 | i
COc1ccc(Nc2nnnc3c2cnn3-c2ccccc2)c(OC)c1 | i
COc1ccc(S(=O)(=O)CC(=O)Nc2sccc2C#N)cc1 | i
COc1cc(C(=O)NCCOc2ccccc2)c([N+](=O)[O-])cc1OC | i
O=c1nc(SCc2cccc([N+](=O)[O-])c2)c2c(n1CCO)CCC2 | i
O=C(Cn1cnc(-c2cccs2)cc1=O)NCCOc1cc(N2CCCCC2)ncn1 | i
O=C(CCN1C(=O)c2ccccc2S1(=O)=O)Nc1ccon1 | i
COc1ccc(C)cc1S(=O)(=O)NC1CNC(=O)C1 (configuration not stated) | i
O=C(NCC1(O)CCc2ccccc21)Nc1cccs1 (configuration not stated) | i
CSc1ccccc1C(=O)NCC1CCN(C(=O)c2ccccc2F)CC1 | i
Cc1cc(NC(=O)Cc2ccc(F)cc2)n(-c2nc(-c3cccs3)cs2)n1 | i
COc1ccc(CCn2c(SCC(C)C)nc3c2c(=O)[nH]c(=O)n3C)cc1 | i
O=C(NCc1ccccc1)N1CCN(Cc2nc(-c3ccccc3)cs2)CC1 | i
COC(=O)Cn1c(=NC(=O)CS(=O)(=O)Cc2ccccc2)sc2c(C)cc(C)cc21 | i
CC(=O)N1CCc2cc(S(=O)(=O)NCCCn3nc(-c4ccco4)ccc3=O)ccc21 | i
COC(=O)N1CCC(CNS(=O)(=O)CCc2ccccc2)CC1 | i
CN(C)C(=O)CSc1nc(-c2ccccc2)[nH]c1S(=O)(=O)c1ccccc1 | i
C=CCN1C(=O)C(CC(=O)Nc2ccc(F)cc2)SC1=NS(=O)(=O)c1ccccc1 (configuration not stated) | i
COc1cccc2cc(C(=O)NCC3CCN(C(=O)c4ccccc4F)CC3)oc12 | i
CCC(CO)NC(=O)C(=O)Nc1c2c(nn1-c1ccccc1)CS(=O)(=O)C2 (configuration not stated) | i
CN1CCN(C(=O)C2CCN(c3ccc(-c4ccc(Cl)cc4)nn3)CC2)CC1 | i
CCn1nnc2c(=O)n(CC(=O)NCCc3ccccc3)cnc21 | i
CCSc1nnc(NC(=O)C2CN(C(=O)c3cnccn3)C2)s1 | i

Among those listed so far, these have a nitro group on carbon:
structure | GIRK2 act
COc1cccc(C2=NN(C(=O)c3cccs3)C(c3cccc([N+](=O)[O-])c3)C2)c1 (configuration not stated) | i
COc1cc(C(=O)NCCOc2ccccc2)c([N+](=O)[O-])cc1OC | i
O=c1nc(SCc2cccc([N+](=O)[O-])c2)c2c(n1CCO)CCC2 | i

More results:
SMILES | GIRK2 act
O=c1nc(SCc2ccccn2)c2c(n1CCCO)CCCC2 | i
COc1ccc(OC)c(NC(=O)c2ccc(=O)n(Cc3ccccc3Cl)c2)c1 | i
Cc1nc(-c2cccs2)c(CCC(=O)Nc2nccs2)s1 | i
CC(C)(C)C(=O)Nc1ccc2c(c1)N(C(=O)C1CC1)CC2 | i
O=c1c2cn[nH]c2nc(SCc2nc(-c3ccccc3)no2)n1-c1ccccc1 | i
COc1cccc(CNC(=O)CCn2cnc3c(cnn3C(C)(C)C)c2=O)c1 | i
CC(=O)c1cccc(S(=O)(=O)N2CC(c3nc(C)no3)C2)c1 | i
Cn1nnc2c(N3CCN(C(=O)COc4ccc(Cl)cc4)CC3)ncnc21 | i
c1ccc2c(N3CCOCC3)nnc(N3CCOCC3)c2c1 | i
Cc1ccc(Sc2ccc(N3CCC(C(=O)N4CCC(Cc5ccccc5)CC4)CC3)nn2)cc1 | i
COc1ccc(C(=O)Nc2nnc(-c3ccc(Br)s3)o2)cc1OC | i
COc1cccc(NC(=O)Nc2ccc3c(c2)CC(=O)N3)c1 | i
O=C(CSCc1ccccc1)NCCOc1ccc2nnc(-c3ccccc3)n2n1 | i
CS(=O)(=O)c1ccc2nc(NC(=O)Cn3cccn3)sc2c1 | i
CCCC(=O)NCCn1nc(-c2ccccn2)n(C)c1=O | i
Cc1cc(C)cc(NC(=O)C(=O)NCCCCN2CCOC(c3ccccc3)C2)c1 (configuration not stated) | i
Cc1cccc(C)c1NC(=O)CSc1nc(-c2sc(-c3ccccc3)nc2C)cc(=O)[nH]1 | i
O=C(NCc1ccco1)c1ccc(Cn2c(=S)[nH]c3ccc(Br)cc3c2=O)cc1 | i
CC(=O)N1c2ccc(S(=O)(=O)Nc3ccc4nc(C)n(-c5ccccc5)c(=O)c4c3)cc2CC1C (configuration not stated) | i
O=C(Nc1ccc(CC(=O)N2CCCC2)cc1)c1ccc2c(c1)OCO2 | i
CCNc1nn(CC(=O)Nc2ccccc2OCC)c(N)c1-c1nc(-c2ccccc2C)no1 | i
COc1ccc(S(=O)(=O)CCCC(=O)Nc2nc3c(Cl)cccc3s2)cc1 | i
COC(=O)N1CCN(CCNC(=O)CSc2nnnn2C)CC1 | i
CCC1CCCCN1C(=O)CSc1ncnc2c1oc1ccccc12 (configuration not stated) | i
Cc1noc(C2CN(S(=O)(=O)c3cccs3)C2)n1 | i
O=C(Cc1csc(Nc2ccc(Cl)cn2)n1)Nc1ccc(OC(F)(F)F)cc1 | i
CCc1ccc(Oc2cc(N3CCC(C(=O)NCCCOC)CC3)ncn2)cc1 | i
O=C(NCc1cccs1)C(=O)NCC1CCN(c2ncccn2)CC1 | i
Cc1cc(C)n(-c2ccc(NCCNC(=O)c3ncccn3)nn2)n1 | i
CC(C)S(=O)(=O)N1CCC(c2nnc(-c3ccc(F)cc3)o2)CC1 | i
O=C(NCCOc1ccc(F)cc1)c1ccc(S(=O)(=O)N2CCCC2)cc1 | i
COc1ccc(CNC(=O)C(=O)Nc2c3c(nn2C(C)(C)C)CSC3)cc1 | i
CCCCOc1ccc(C(=O)Nc2cccc(N3CCCCC3=O)c2)cc1 | i
O=C(NCCOc1ccccc1)c1ccccc1C(F)(F)F | i
COc1ccccc1CCNC(=O)C(=O)Nc1ccc2c(c1)N(C(=O)C(C)C)CCC2 | i
Cc1cc(-n2ccnc2)n2nc(C)c(-c3ccc(Cl)cc3)c2n1 | i
Cc1ccnc(Nc2ccc(N3CCN(S(=O)(=O)c4ccc(F)cc4)CC3)nn2)c1 | i
Cc1cc2nc(N(CCN3CCOCC3)C(=O)C3COc4ccccc4O3)sc2cc1C (configuration not stated) | i
CCOc1ccc(CC(=O)NCC2CCN(Cc3ccco3)CC2)cc1 | i
NS(=O)(=O)c1ccc(CCNC(=O)Cc2cc(-c3cccs3)on2)cc1 | i
O=C(/C=C/c1ccccc1Cl)N1CCC(c2cccs2)CC1 | i
CCOc1ccc(C(=O)NCC2(c3cccs3)CCCC2)cc1 | i
O=C(COc1ccccc1)N1CCC2(CC1)NC(=O)N(CCOc1ccccc1)C2=O | i
Cc1cc(C)n(CCN2CCCN(C(=O)C3CC=CCC3)CC2)n1 (configuration not stated) | i
Cc1cccc(C)c1NC(=O)c1cc2cccnc2n(C)c1=O | i

For reference, 7 of the compounds above.
SMILES | GIRK2 act
O=C(NCCOc1ccc(F)cc1)c1ccc(S(=O)(=O)N2CCCC2)cc1 | i
COc1ccc(CNC(=O)C(=O)Nc2c3c(nn2C(C)(C)C)CSC3)cc1 | i
CCCCOc1ccc(C(=O)Nc2cccc(N3CCCCC3=O)c2)cc1 | i
O=C(NCCOc1ccccc1)c1ccccc1C(F)(F)F | i
COc1ccccc1CCNC(=O)C(=O)Nc1ccc2c(c1)N(C(=O)C(C)C)CCC2 | i
Cc1cc(-n2ccnc2)n2nc(C)c(-c3ccc(Cl)cc3)c2n1 | i
Cc1ccnc(Nc2ccc(N3CCN(S(=O)(=O)c4ccc(F)cc4)CC3)nn2)c1 | i

Next section.
SMILES | GIRK2 act
Cc1ccc(-c2nnc(NC(=O)c3ccc(S(=O)(=O)N4CCCCCC4)cc3)o2)cc1C | i
CC(C)S(=O)(=O)c1ccc(C(=O)Nc2nnc(-c3ccccc3)o2)cc1 | i
Cc1cccc(C)c1-n1nnc(C(=O)NC2CCS(=O)(=O)C2)c1C (configuration not stated) | i
CC(C)Oc1ccc(C(=O)N2CCN(c3nccn3C)CC2)cc1 | i
COC(=O)C1=C(C)NC(C)=C(C(=O)OC)C1c1ccc(-c2ccccc2F)o1 | i
CC(C)c1ccc(NC(=O)c2sccc2N(C)S(=O)(=O)c2ccccc2)cc1 | i
Cc1cc(-c2nnc(NC(=O)c3ccc(S(C)(=O)=O)cc3)o2)nn1C | i
CCOC(=O)c1sc(NC(=O)C2CCN(S(=O)(=O)c3ccc(OC)cc3)CC2)cc1C | i
COc1ccc(OC)c(NC(=O)CSc2nc(=O)n(N3CCN(C)CC3)c3c2CCCC3)c1 | i
Cc1nn(-c2nc(C)c(C)c(=O)[nH]2)c(C)c1CCC(=O)N1CCC(C(N)=O)CC1 | i
O=C(NCCCn1cccc1)c1ccccc1C(F)(F)F | i
CS(=O)(=O)c1ccc(NC(=O)C2(c3ccc(Cl)cc3)CCCC2)cc1 | i
CC(=O)NCCNC(=O)C1CCC(Cn2c(=S)[nH]c3ccccc3c2=O)CC1 (configuration not stated) | i
CCCS(=O)(=O)N1CCc2ccc(NC(=O)C3CCCC3)cc2C1 | i
CCOc1ccc(NC(=O)N2CC(c3nc(-c4cccc(C(F)(F)F)c4)no3)C2)cc1 | i
O=C(CCCc1ccccc1)NCCOc1ccc2nnc(-c3ccccc3)n2n1 | i
CCOC(=O)N1CCN(C(=O)c2ccc3c(=O)n4c(nc3c2)SCCC4)CC1 | i
COc1cccc(OCC(=O)Nc2nnc(-c3ccnn3C)o2)c1 | i
CCn1c(SCC(=O)NCCOC)nnc1-c1cn(C)nc1OC | i
CC1CCCN(S(=O)(=O)c2ccc(-c3nc(C#N)c(N4CCCCCC4)o3)cc2)C1 (configuration not stated) | i
CCN(CC)S(=O)(=O)c1ccc(C(=O)Nc2cc(C)no2)cc1 | i
Cc1ccc(C)c(N2CCN(C(=O)c3ccc(S(=O)(=O)c4ccccc4)nc3)CC2)c1 | i
Cc1noc(C)c1S(=O)(=O)NCC1CCN(C(=O)c2cc3ccccc3o2)CC1 | i
CC1(C)CC(OC(=O)CC(=O)OC2CC(C)(C)NC(C)(C)C2)CC(C)(C)N1 | i
COc1ccccc1N1CCN(c2nnc(SCC(=O)Nc3ccc4c(c3)OCO4)s2)CC1 | i
Cc1cc(C(=O)N(Cc2cccnc2)c2nc3c(C(C)C)cccc3s2)on1 | i
CC(C)C(=O)N1CCCc2ccc(NC(=O)C(=O)NCc3ccccc3)cc21 | i
Cc1c(C(=O)NCc2ccccc2)nnn1-c1ccc(Br)cc1 | i
O=C(Nc1ccc2c(c1)CN(S(=O)(=O)c1ccccc1)CC2)Nc1ccccc1C(F)(F)F | i
COc1ccc(S(=O)(=O)NCC2CCN(Cc3cc(C)oc3C)CC2)c(C)c1 | i
O=C(CN1C(=O)c2ccccc2S1(=O)=O)Nc1cccc(Br)c1 | i
